High-throughput results deposited in PubChem by several laboratories.
Candida biofilm – kills Candida albicans biofilms | C. albicans biofilm + clotrimazole, Alamar Blue | inhibition, % at 6 µM | 85,000 tested, 0.14% active | AID 834;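 active = inhibition above 20%; inactive = inhibition below 20%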;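 note: preformed 24 hr biofilms exposed to compound for 48 hr; 0% = biofilm without compound and 100% = blank killed by clotrimazole plus chlorhexidine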
CYP2C19 inh – inhibitors of human CYP2C19; P33261; CYP2C19 Supersomes, luciferin-H EGE luminescence, 30 min; inhibition, % at 5 µM; 96,000 tested, 21% active;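 active = CYP2C19 inhibition above a set limit at 5 µM in the primary screen, cut at about 50% in these data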;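 note: plate controls were negative control wells for no effect and 2.5 mM tranylcypromine positive control for full effect; values of inactives mirror those of a sister screen read the other way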
HUVEC tox IL1B – toxic to HUVEC cells under IL-1B stimulation | HUVEC cell count loss, Hoechst imaging, IL-1B stimulated | cell count reduction, % at 2 µM | 94,000 tested, 0.41% active | AID 845;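 active = cell count reduction more than 3 SD above the screen-wide mean, cut at about 70% in these data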;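 note: normalized per plate to untreated control cells as the no-loss baseline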
CYP2C19 act – cytochrome P450 2C19 (human) activation | P33261 | recombinant CYP2C19, luciferin-H EGE luminescence; active compounds read high; 0 = fully inhibited enzyme, 1 = untreated enzyme | activation factor at 5 µM | 96,000 tested, under 10 active;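 active = activation factor of at least 2 at 5 µM in the primary screen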;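 note: 0 = wells with 2.5 mM tranylcypromine and 1 = vehicle-only wells; values of inactives mirror those of a sister screen read the other way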
CYP2C9 inh – inhibitors of human CYP2C9; CYP2C9 Supersomes, luciferin-H conversion, luminescence; inhibition, % at 5 µM; 96,000 tested, 20% active;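 active = blocking of liver enzyme CYP2C9 beyond about 50% at 5 µM, limit read from the data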; note: values of inactives mirror those of a sister screen read the other way
VCAM1 TNFa inh – reduces TNF alpha induced VCAM1 expression in HUVEC | HUVEC TNFa-induced VCAM-1 immunofluorescence, high-content imaging | inhibition, % at 2 µM | 95,000 tested, 0.48% active | AID 802;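 active = inhibition above the batch mean plus 3 SD, with images confirmed as a hit by eye, cut at about 37% in these data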;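 note: 0% = TNF-stimulated DMSO wells and 100% = unstimulated control wells; not every result past the cut was called active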
TNFa cytotox – HUVEC cytotoxicity counter-screen, TNF alpha stimulated; HUVEC TNFalpha-stimulated, Hoechst cell count, imaging; cell count reduction, % at 2 µM; 93,000 tested, 0.17% active; AID 848;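 active = cell count reduction exceeding the screen mean by over 5 SD, scaled to untreated wells per plate, cut at about 78% in these data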;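 note: cells counted after 24 h of TNF alpha exposure following the 1 h pretreatment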
DAT uptake mod – modulates human dopamine transporter uptake under cocaine. LLC-PK1 hDAT cells, [14C]-dopamine uptake with cocaine IC80; actives deviate in either direction. B-score at 10 µM. Q01959. 110,000 tested, 1.3% active;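 active = Z score or B-score, a plate-position-corrected score, falls beyond the plate's 99.7% confidence bounds, in either direction; inactive = both scores lie inside the 99.7% bounds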;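 note: scored against the spread of the other compound wells on the same plate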
Target sequence (Q01959 whole entry, looked up): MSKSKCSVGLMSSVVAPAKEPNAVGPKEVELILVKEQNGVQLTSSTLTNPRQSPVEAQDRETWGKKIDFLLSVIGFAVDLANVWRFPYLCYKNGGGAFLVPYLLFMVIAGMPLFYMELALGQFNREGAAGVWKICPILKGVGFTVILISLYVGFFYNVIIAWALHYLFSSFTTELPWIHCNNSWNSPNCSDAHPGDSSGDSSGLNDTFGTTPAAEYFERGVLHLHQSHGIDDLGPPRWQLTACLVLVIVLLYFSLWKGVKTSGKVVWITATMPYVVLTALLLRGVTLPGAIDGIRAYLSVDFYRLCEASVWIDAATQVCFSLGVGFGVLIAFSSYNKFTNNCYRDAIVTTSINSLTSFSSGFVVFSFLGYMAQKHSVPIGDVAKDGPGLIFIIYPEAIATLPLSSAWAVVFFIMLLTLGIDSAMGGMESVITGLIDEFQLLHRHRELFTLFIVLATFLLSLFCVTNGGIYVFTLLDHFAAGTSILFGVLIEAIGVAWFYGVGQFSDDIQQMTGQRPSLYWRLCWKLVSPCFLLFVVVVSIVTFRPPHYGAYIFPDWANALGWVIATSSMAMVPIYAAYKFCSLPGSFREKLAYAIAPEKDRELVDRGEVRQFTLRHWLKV
CYP2C9 act – activators of human CYP2C9 | recombinant CYP2C9, luciferin-H conversion, luminescence; active compounds read high; factor 1 = untreated enzyme, 0 = blocked | activation factor at 5 µM | 96,000 tested, 1.4% active | AID 1024;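 active = activation factor of 2 or more for CYP2C9 at a 5 µM dose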;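 note: 0 = sulfaphenazole-blocked wells and 1 = vehicle-only wells; values of inactives mirror those of a sister screen read the other way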
An asterisk follows results filed as active; nt = no result given.

mol,CYP2C9 inh,CYP2C19 act,Candida biofilm,CYP2C19 inh,DAT uptake mod,HUVEC tox IL1B,TNFa cytotox,VCAM1 TNFa inh,CYP2C9 act
O=C(CSc1nnc2scc(-c3ccccc3)n12)Nc1nsc(-c2ccc(Cl)cc2)n1,nt,nt,nt,nt,-0.24,-61,37,13,nt
C=CCc1c(C)nc(C)nc1N/N=C/c1ccc([N+](=O)[O-])cc1,30,0.8,1,22,0.74,11,-9,3,0.7
CCN(CCCNC(=O)C1CCC(=O)N1Cc1ccc(F)cc1)c1cccc(C)c1 (stereo unspecified),14,0.8,5,15,1.9,-52,-28,-4,0.9
COC(=O)c1sccc1NC(=O)Cn1cnc2c1c(=O)n(C)c(=O)n2C,17,0.6,4,41,-0.023,-26,-27,28,0.8
CCOc1ccc(NCC2CCOC(C)(C)C2)cc1 (stereo unspecified),nt,nt,7,nt,-1.4,10,-18,0,nt
Cc1ccc(-c2nc3ccccc3n3nnnc23)cc1,13,0.9,-2,10,-0.096,-14,-23,14,0.9
COc1ccc2c(C(F)(F)F)cc(=O)oc2c1C,nt,nt,3,nt,-0.0058,5,1,12,nt
Cn1c(=O)n(C)c2cc([N+](=O)[O-])c(N3CCN(S(=O)(=O)c4ccc(C(C)(C)C)cc4)CC3)cc21,62*,0.7,nt,29,0.69,-17,-15,29,0.4
O=C(O/N=C1\CCCCC1c1ccc([N+](=O)[O-])cc1[N+](=O)[O-])c1c(F)cccc1F (stereo unspecified),32,0.6,nt,36,-0.1,-18,-6,3,0.7
CCCCCc1nnc(NC(=O)C(=O)OCC)s1,14,1.1,3,-14,0.042,-1,-7,4,0.9
CC1CN(C2CCN(C(=O)COc3ccc(Cl)cc3)CC2)CC(C)O1 (stereo unspecified),3,0.9,5,9,-0.74,8,17,-1,1
O=C(NCc1ccc(C(F)(F)F)cc1)C1CC(c2c(Cl)cccc2Cl)=NO1 (stereo unspecified),26,0.4,nt,64*,0.26,4,-9,-8,0.7
CC(C)C(NCc1c(Cl)cccc1Cl)C(=O)O (stereo unspecified),-18,1.2,nt,-16,-1.5,-5,-23,6,1.2
CCOc1ccc(CNC(=O)C2CCN(S(=O)(=O)N3CCCC3)CC2)cc1OC,2,1.1,nt,-6,0.79,-4,-2,19,1
COC(=O)c1ccccc1OCc1cccc(C)n1,36,0.8,8,18,0.29,-4,-23,6,0.6
CN(Cc1ccccc1)c1nc2c(c(=O)n(C)c(=O)n2C)n1CCSc1ncccn1,30,0.5,13,46,0.012,nt,nt,nt,0.7
CC1CCC(C(C)C)C(OC(=O)CSc2nccc(=O)[nH]2)C1 (stereo unspecified),30,0.7,6,28,-0.17,5,-22,-19,0.7
COc1cccc(NC(=O)COc2ccc(N3CC(C(=O)NCC(C)C)CC3=O)cc2)c1 (stereo unspecified),44,0.9,11,12,-0.022,5,0,14,0.6
Cn1c(=O)c2c(nc(Oc3ccc4c(c3)OCO4)n2Cc2ccc(F)cc2)n(C)c1=O,6,1.1,nt,-15,-1.1,-9,-2,11,0.9
OCCn1c(SCCOc2ccccc2)nc2ccccc21,7,0.2,6,75*,0.21,-6,-9,2,0.9
Cc1ccc(CCSCC(=O)O)cn1,-5,1.1,-7,-7,-0.51,-27,-32,-3,1
CCc1nc(Nc2ccc(N3CCN(C(C)=O)CC3)cc2)c2oc3ccccc3c2n1,3,0.9,2,11,2,-76,-12,0,1
O=C(O)CCc1nc2ccccc2n(CCc2ccccc2)c1=O,-4,0.8,4,24,0.95,-12,-9,-5,1
COc1cccc(C(c2sc3nc(C)nn3c2O)N2CCc3ccccc3C2)c1 (stereo unspecified),53*,0.2,7,78*,0.16,nt,nt,nt,0.5
c1ccc(-c2oc3ncnc(NCCN4CCOCC4)c3c2-c2ccccc2)cc1,98*,0.2,6,83*,0.59,1,-41,7,0
Cc1ccc(OCC(=O)N2CC3(C)CC2CC(C)(C)C3)cc1 (stereo unspecified),nt,nt,0,nt,1.7,-22,-2,-8,nt
CCCOc1ccc(C2C(C(=O)c3ccc(C)o3)=C(O)C(=O)N2Cc2cccnc2)cc1 (stereo unspecified),59*,1.1,nt,-10,1.4,-9,0,-20,0.4
Cn1nc(CC(=O)Nc2ncc(Br)s2)c2ccccc2c1=O,nt,nt,3,nt,-0.4,17,-8,-3,nt
Cc1ccc(S(=O)(=O)Nc2c(C)nn(C)c2C)cc1,5,0.2,0,79*,0.12,5,-25,9,1
Cc1nc2c(C(=O)N3CCN(c4ccccn4)CC3)cnn2c(C)c1Cc1cccc(Cl)c1,74*,0,4,98*,0.13,-23,-2,3,0.3
O=C(O)C1CCN(C(=O)OCc2ccccc2)CC1,6,0.7,nt,32,0.12,nt,nt,nt,0.9
CN(C(=O)CCN1C(=O)c2ccccc2C1=O)C1CCCCC1,-38,0,11,98*,0.051,nt,-6,2,1.4
CCOc1cc(-c2c(C)c(C)nc(N)c2C#N)ccc1O,nt,nt,7,nt,-0.23,13,-16,-5,nt
COc1ccc(CCNC(=O)CSc2ncnc3c2oc2ccccc23)cc1OC,82*,0.5,4,51*,-0.2,-2,-8,-15,0.2
CCOc1cc(C(=O)OCC(=O)NCc2ccco2)cc(OCC)c1OCC,57*,0.4,7,58*,0.22,-1,-24,-6,0.4
CSc1nc(Oc2ccccc2)c2sccc2n1,60*,0.9,nt,10,-0.004,-4,-15,-1,0.4
CCOC(=O)C(NC(=O)NC1CCCCC1)(c1ccccc1)C(F)(F)F (stereo unspecified),39,1.1,8,-9,-1.2,-48,-3,7,0.6
COC(=O)Cc1[nH]n(-c2nc3ccccc3s2)c(=O)c1C(C)=O,19,1,6,-3,-0.058,5,-8,17,0.8
CSc1nnc(-c2cc3ccccc3cc2O)n1C,12,0.9,3,6,0.16,-17,-32,-4,0.9
CSCCC(NC(=O)c1c(C)oc2c1CCCC2)C(=O)O (stereo unspecified),-8,1.2,5,-17,-0.19,13,-45,8,1.1
CCOc1ccccc1NC(=O)CCS(=O)(=O)c1cccc2nonc12,8,0.3,-1,67*,0.091,nt,nt,nt,0.9
O=C(CN1CCN(c2ccccn2)CC1)Nc1ccccc1,32,0.4,8,56*,-0.78,-31,-31,5,0.7
O=C(CC1NCCNC1=O)OCCCc1ccccc1 (stereo unspecified),-13,0.9,3,13,-0.12,-55,-8,7,1.1
COc1ccc(-n2nnc3c(SCc4ccccc4)ncnc32)cc1,12,1,5,-5,-1.5,14,-14,-21,0.9
COc1ccc(OCc2nnc3n2N=C(c2ccc(Br)cc2)CS3)cc1,37,1.1,-1,-10,-1.7,-3,-20,10,0.6
O=C(C(c1ccccc1)c1ccccc1)N1CCN(Cc2ccc(Br)cc2)CC1,-18,1.1,6,-10,-1.3,-36,-10,-4,1.2
O=C(Nc1ccc2c(c1)OCO2)C1CCN(c2ccc(S(=O)(=O)N3CCOCC3)cc2)CC1,0,1.1,0,-8,0.72,nt,nt,nt,1
COCCCNC(=O)C1CCCN(C(=O)Nc2ccc(OC)cc2)C1 (stereo unspecified),8,1.1,-1,-7,-0.87,-23,-23,4,0.9
Cc1ccccc1NC(=O)c1cccc2nc3ccccc3nc12,12,1,nt,4,0.13,-6,4,-19,0.9
N#Cc1c2c(c(-c3ccccc3)[nH]c1=O)CCCC2,-13,1.2,2,-18,-0.17,-16,-22,4,1.1
COc1ccc(Cl)cc1N=Cc1c(O)cc(C)oc1=O,nt,nt,5,nt,-0.85,4,6,1,nt
CSc1nnc2c(n1)OC(c1ccsc1)N(C(C)=O)c1ccccc1-2 (stereo unspecified),10,0.9,6,6,0.22,-22,-19,10,0.9
CCCCOC(=O)c1ccc(NC(=S)NC(=O)c2c(Cl)cnn2C)cc1,21,0.7,nt,28,-0.12,15,-25,2,0.8
COC(=O)c1ccc(-n2nc(C(F)(F)F)c3c2-c2ccoc2CC3)cc1,nt,nt,5,nt,-0.71,2,10,10,nt
CC1CCCCN1C(=O)Cn1cc(C(=O)c2ccco2)c2ccccc21 (stereo unspecified),68*,0.2,2,83*,0.53,-7,-19,14,0.3
COc1cc2c(cc1OC)CN(CC(=O)NC(=O)NCc1ccco1)CC2,-1,1,9,-1,0.68,-26,-18,4,1
O=C1CCCN1CC(O)CS(=O)(=O)c1ccc(Cl)cc1 (stereo unspecified),14,0.7,nt,34,-0.22,-33,-20,16,0.9
Cc1cc(NCc2ccccc2)nc2ccccc12,nt,nt,12,nt,0.45,28,-3,1,nt
CCOCC(=O)Nc1ccccc1C(=O)OCC,12,0.9,5,8,0.64,19,-4,14,0.9
Cc1ccc2nsnc2c1S(=O)(=O)N1CCN(CCc2ccccc2)CC1,-13,0.1,4,92*,4.3*,22,8,-3,1.1

(continued)
mol,CYP2C9 inh,CYP2C19 act,Candida biofilm,CYP2C19 inh,DAT uptake mod,HUVEC tox IL1B,TNFa cytotox,VCAM1 TNFa inh,CYP2C9 act
C=C1CC(C)OC(c2ccccc2OCC(O)CN2CCCCC2)C1 (stereo unspecified),-4,1,6,-4,0.0023,-38,-58,-7,1
CC(C)Cn1c(SCC(=O)NC(=O)NC2CCCC2)nc2ccccc21,43,0.6,6,42,0.71,-2,-29,8,0.6
Cc1ccc(NC(=O)Nc2ccccc2C#N)c(Cl)c1,-9,0.9,6,11,-0.49,-3,-10,18,1.1
CC1=C(C(=O)Nc2ccccc2)C(c2ccncc2)C(C#N)=C(SCC(=O)NC2CC2)N1 (stereo unspecified),77*,0.1,6,85*,-0.65,8,-16,10,0.2
Cc1sc2nc(SCC(=O)OC(C)C)n(C)c(=O)c2c1C,38,0.8,9,18,0.032,21,-21,14,0.6
